Diaph inh CS – inhibits diaphorase or chemically oxidizes, flagging diaphorase assay artifacts; diaphorase resazurin-to-resorufin fluorescence, NADH, 16 min; bacterial (C. kluyveri) enzyme, not human; inhibition, % at 20 µM; 190,000 compounds, 0.69% hits; AID 1217;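 active means primary screen inhibition at 20 µM above a set limit, cut at about 50% in these data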;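 further: plate controls were DMSO with full reaction for no effect and wells lacking NADH for full effect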
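System: Diaphorase enzyme from Clostridium kluyveri | Amount: Enzyme working solution with 0.14 U/mL diaphorase | Benchmarks: No-NADH positive control and DMSO neutral control | Signal: Fluorescence of resorufin formed from resazurin, Ex 544/Em 590 nm | Schedule: 16-min room-temperature incubation before reading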
G6PDH counter – L. mesenteroides G6PDH inhibition counter-screen | Purified L. mesenteroides G6PDH, diaphorase/resazurin coupled fluorescence, 45 min | inhibition, % at 5 µM | 200,000 compounds, 0.12% hits | AID 1020; in the data active means inhibition above about 50%
Efa HMGR inh – blocks class II HMG-CoA reductase of Enterococcus faecalis | purified E. faecalis HMGR, NADPH absorbance 340 nm kinetic | inhibition, % at 10 µM | 190,000 compounds, 0.41% hits | AID 1066;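 active means inhibition above a set limit, the median over all tested compounds plus 3 SD, cut at about 9.5% in these data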;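 further: enzyme runs in reverse so mevalonate oxidation gives rising NADPH absorbance; 0% = complete reaction with DMSO and 100% = background rate lacking mevalonate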
TNAP inh hiacc – TNAP (human) inhibition, high acceptor. purified TNAP, CDP-star luminescence, 1 M DEA. inhibition, % at 20 µM. 200,000 compounds, 0.03% hits;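 active means over 50% inhibition of tissue-nonspecific alkaline phosphatase at 20 µM in the single-dose screen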;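 further: plate controls were DMSO wells for no effect and EDTA-quenched wells as full inhibition for full effect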
TNAP inh noacc – TNAP (human) inhibition, acceptor-free conditions. purified TNAP, CDP-star luminescence, 30 min. AID 1012. inhibition, % at 20 µM. 200,000 compounds, 0.26% hits;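 active means tissue-nonspecific alkaline phosphatase inhibition above about 50% at 20 µM in the single-dose screen, limit read from the data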;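 further: 0% = DMSO negative control and 100% = EDTA positive control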
PMI activator – activators of human phosphomannose isomerase | P34949 | purified human PMI, coupled resazurin fluorescence, 20 min; hits give high values; 1 = vehicle control, 0 substrate-free wells | activation factor at 20 µM | 190,000 compounds, 0.005% hits;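 active means activation factor of 2 or more at 20 µM, relative to plate controls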
Target sequence (P34949 whole entry, looked up): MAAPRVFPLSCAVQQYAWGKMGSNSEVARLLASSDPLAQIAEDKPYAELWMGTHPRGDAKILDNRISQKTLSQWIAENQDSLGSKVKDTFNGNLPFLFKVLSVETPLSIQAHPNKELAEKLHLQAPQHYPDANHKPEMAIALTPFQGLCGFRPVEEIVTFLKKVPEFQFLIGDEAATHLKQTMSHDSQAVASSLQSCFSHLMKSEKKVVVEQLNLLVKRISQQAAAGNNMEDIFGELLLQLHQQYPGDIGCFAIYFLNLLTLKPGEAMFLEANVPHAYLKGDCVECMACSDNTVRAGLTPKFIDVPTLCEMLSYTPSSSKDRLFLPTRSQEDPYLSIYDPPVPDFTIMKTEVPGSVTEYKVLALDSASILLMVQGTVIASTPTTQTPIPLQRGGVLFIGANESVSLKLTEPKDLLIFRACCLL
Diaph act CS – diaphorase activation or chemical reduction counter-screen. activation factor at 20 µM. 190,000 compounds, 0.005% hits. AID 1229. Diaphorase/resazurin coupled assay, resorufin fluorescence, 16 min; hits give high values; 1 = vehicle wells, 0 = NADH-free wells;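 active means diaphorase activity raised at least twofold by the compound at 20 µM; inactive means activation factor below 2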
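Measured by – red resorufin fluorescence at 544/590 nm excitation/emission · Test system – Clostridium kluyveri diaphorase, purified enzyme · Incubation – reaction time 16 min, room temperature · Buffer or medium – 50 mM HEPES pH 7.4 with 4.542 mM MgCl2, 0.005% Tween 20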
PMI act satM6P – increases human PMI activity with near-saturating mannose 6-phosphate; AID 1216; coupled PMI enzyme assay, resazurin fluorescence, 20 min; hits give high values; 1 = untreated enzyme, 0 = substrate-free blank; 190,000 compounds, 0.34% hits; activation factor at 20 µM; P34949;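 active means activation factor of 2 or more at 20 µM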
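Material: human phosphomannose isomerase with PGI, G6PDH, diaphorase coupling enzymes / Reagent: Man-6-P substrate 1.0 mM / Dosing: single compound dose of 20 µM, 1% DMSO final / Incubation: enzyme reaction with compound 20 min at room temperature / Signal: resorufin fluorescence (Ex 544/Em 590 nm) from resazurin via diaphorase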
FLuc stim CS – firefly luciferase counter-screen for stimulation assays; P08659; 200,000 tested, under 10 active; ATPlite luciferase biochemical, luminescence, 10 min; 0 = ATP-free wells, 1 = DMSO control; activation factor at 10 µM; AID 1027;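 active means luciferase activation factor, scaled between plate controls, of at least 2 with compound at 10 µM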
Target sequence (P08659 whole entry, looked up): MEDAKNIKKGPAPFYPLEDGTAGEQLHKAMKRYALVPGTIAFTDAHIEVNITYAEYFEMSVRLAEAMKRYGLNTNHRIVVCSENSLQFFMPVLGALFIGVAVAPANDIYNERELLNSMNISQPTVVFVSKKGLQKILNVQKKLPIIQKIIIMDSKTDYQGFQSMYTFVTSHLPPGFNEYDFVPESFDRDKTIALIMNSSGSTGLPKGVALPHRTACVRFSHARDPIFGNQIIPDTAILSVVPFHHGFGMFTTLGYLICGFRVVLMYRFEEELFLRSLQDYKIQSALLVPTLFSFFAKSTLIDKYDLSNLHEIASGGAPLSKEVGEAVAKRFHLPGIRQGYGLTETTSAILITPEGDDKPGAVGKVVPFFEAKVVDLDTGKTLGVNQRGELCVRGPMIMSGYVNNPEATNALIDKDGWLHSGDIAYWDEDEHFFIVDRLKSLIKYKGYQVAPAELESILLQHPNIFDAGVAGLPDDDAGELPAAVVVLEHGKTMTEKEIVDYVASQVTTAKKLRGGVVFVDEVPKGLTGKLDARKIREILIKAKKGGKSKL
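Assay system: Luciferase/luciferin reagent mix; Medium: PBS as buffer for the ATP substrate; Dosing: test compounds dosed from 2 mM stocks in 100% DMSO; Times: 10 min, room temperature; Signal: luminescence from luciferase reaction; Read-out: luciferase activation; Controls: No-ATP low control, compound-free enzyme-plus-ATP high control.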
TNAP act hiacc – TNAP (human) activation, high acceptor; P05186; purified TNAP, CDP-star luminescence, 1 M DEA, 30 min; hits give high values; 0 = EDTA background, 1 = DMSO-only activity; activation factor at 20 µM; 200,000 tested, under 10 active; AID 1136;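 active means activation factor at least 2 at 20 µM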
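Dosing: 20 µM single point. System: human TNAP. Amount: TNAP 1/800 final. Incubation: 30 min, room temperature. Read-out: TNAP activation factor scaled between EDTA and DMSO control wells. Signal: luminescence from CDP-star hydrolysis. Medium: 1 M DEA, pH 9.8, Mg2+, Zn2+. Control set: EDTA negative control, DMSO positive control.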
The depositor's hits bear a star.

SMILES | Diaph inh CS | G6PDH counter | Efa HMGR inh | TNAP inh hiacc | TNAP inh noacc | PMI activator | Diaph act CS | PMI act satM6P | FLuc stim CS | TNAP act hiacc
CC(C)CC(=O)Nc1ccc(-c2nnn(CC(=O)NCc3ccco3)n2)cc1 | 1 | 11 | -3 | 0 | -1 | 1 | 1 | 0.9 | 0.8 | 1
CCOC(=O)c1[nH]c2c(c1-c1ccccc1)C(=O)CC(c1ccc(Cl)cc1)C2 (configuration not stated) | 6 | 18 | 0 | -3 | -7 | 0.9 | 0.9 | 0.9 | 1 | 1
Cn1c(=O)c2c(nc(NCCO)n2CCc2ccccc2)n(C)c1=O | 8 | 0 | 0 | 4 | -4 | 0.9 | 0.9 | 0.9 | 1 | 1
O=C(NC1CC1)C1CCN(Cc2cnn(-c3ccccc3)c2-n2cccc2)CC1 | 9 | 7 | -3 | -5 | -11 | 0.9 | 0.9 | 0.9 | 1 | 1.1
CCCN(Cc1ccccc1)C(=S)Nc1ccc(OCC)cc1 | 13 | 7 | -1 | -4 | -2 | 0.9 | 0.9 | 1 | 1.1 | 1
CCN(CC)S(=O)(=O)c1cccc(-c2nnc(SCC(=O)NCCC3=CCCCC3)n2N)c1 | 21 | -3 | 3 | -2 | -8 | 0.9 | 0.8 | 0.8 | 1 | 1
Cc1ccccc1CN(C)CCc1ccccn1 | 13 | 2 | -3 | 1 | -12 | 1 | 0.9 | 1 | 1.1 | 1
CC(=O)Nc1nnc(SCc2ccc(F)cc2)s1 | 6 | 4 | 0 | -5 | 2 | 1.1 | 0.9 | 1 | 1.1 | 1
Cc1csc(NC(=O)CSc2nnc(-c3ccc(Cl)cc3)n2N)n1 | 19 | 4 | 0 | -9 | -12 | 1 | 0.8 | 1 | 1.1 | 1.1
CC(C)Cn1c(=O)c2ccccc2c2ccccc2c1=O | 26 | 14 | 0 | -5 | -7 | 0.8 | 0.7 | 0.8 | 1 | 1.1
Fc1c(F)c(F)c(/C=N/NC(=S)Nc2cccnc2)c(F)c1F | 15 | 11 | -6 | 0 | -6 | 0.9 | 0.9 | 0.9 | 1 | 1
CC(C)NC(=O)CN1C(=O)NC(CCc2ccccc2)C1=O (configuration not stated) | 0 | 7 | -3 | -1 | -5 | 1 | 1 | 1 | 1 | 1
Cc1ccc(C)c(-c2nc3cc(N)ccc3o2)c1 | 20 | -8 | -4 | -4 | -13 | 0.7 | 0.8 | 0.8 | 1 | 1
CC(C)(C)c1ccc(C(=O)c2c[nH]c(C(=O)NCCc3ccccn3)c2)cc1 | -11 | -2 | 0 | -5 | -6 | 1.1 | 1.1 | 1.1 | 1 | 1.1
CC(Oc1cccc2cccnc12)C(=O)N/N=C/c1ccccc1 (configuration not stated) | 5 | 0 | 1 | 2 | -14 | 1 | 0.9 | 1 | 0.9 | 1
COc1ccc(NS(=O)(=O)c2c(F)cc(F)c(Cl)c2F)cc1S(=O)(=O)N1CCCCC1 | -3 | 8 | 3 | -3 | 3 | 1.1 | 1 | 1.2 | 1.1 | 1
O=C(NN1CCOCC1)c1cc(-c2cccc(Cl)c2)nc2ccccc12 | 6 | -5 | -3 | -3 | -10 | 1 | 0.9 | 0.9 | 1 | 1
Cc1ccc(S(=O)(=O)N2CCC(C(=O)NCc3ccccc3Cl)CC2)cc1 | 1 | 10 | -2 | -7 | -9 | 1.1 | 1 | 1.1 | 1.1 | 1.1
O=c1[nH]ncc(N/N=C\c2cccs2)c1Cl | -1 | -6 | -3 | -4 | -7 | 1 | 1 | 1.1 | 1 | 1
O=c1c2c(-c3cccs3)csc2ncn1-c1ccccc1 | 9 | 0 | -10 | 2 | -2 | 1.1 | 0.9 | 1.1 | 1 | 1
COc1cccc(C(=O)c2c[nH]c(C(=O)NCCCN3CCOCC3)c2)c1 | -6 | 6 | -1 | -5 | -3 | 1 | 1.1 | 1 | 1.1 | 1.1
OCC1(CCCc2ccccc2)CCN(Cc2cc(F)ccc2F)CC1 | 9 | 0 | 6 | -11 | -10 | 1 | 0.9 | 1 | 1.1 | 1.1
COc1cc(C=O)cc(OC)c1OS(=O)(=O)c1ccc(NC(C)=O)cc1 | 22 | 0 | -3 | -6 | -12 | 0.9 | 0.8 | 0.9 | 1.1 | 1.1
Cc1ccc(NC(=O)CSCc2c(C)noc2C)cc1C | 17 | 6 | -4 | -4 | -10 | 0.9 | 0.8 | 0.9 | 1 | 1
CCN(CC)CCn1c(=S)[nH]c2cc(C(=O)N3CC=C(c4ccccc4)CC3)ccc2c1=O | 25 | -10 | 2 | -2 | -4 | 1 | 0.7 | 1 | 1.1 | 1

Ordered by SMILES length (falling): five of the compounds above
SMILES | Diaph inh CS | G6PDH counter | Efa HMGR inh | TNAP inh hiacc | TNAP inh noacc | PMI activator | Diaph act CS | PMI act satM6P | FLuc stim CS | TNAP act hiacc
CCOC(=O)c1[nH]c2c(c1-c1ccccc1)C(=O)CC(c1ccc(Cl)cc1)C2 (configuration not stated) | 6 | 18 | 0 | -3 | -7 | 0.9 | 0.9 | 0.9 | 1 | 1
Fc1c(F)c(F)c(/C=N/NC(=S)Nc2cccnc2)c(F)c1F | 15 | 11 | -6 | 0 | -6 | 0.9 | 0.9 | 0.9 | 1 | 1
CC(C)NC(=O)CN1C(=O)NC(CCc2ccccc2)C1=O (configuration not stated) | 0 | 7 | -3 | -1 | -5 | 1 | 1 | 1 | 1 | 1
O=c1c2c(-c3cccs3)csc2ncn1-c1ccccc1 | 9 | 0 | -10 | 2 | -2 | 1.1 | 0.9 | 1.1 | 1 | 1
Cc1ccc(C)c(-c2nc3cc(N)ccc3o2)c1 | 20 | -8 | -4 | -4 | -13 | 0.7 | 0.8 | 0.8 | 1 | 1

Further structures
SMILES | Diaph inh CS | G6PDH counter | Efa HMGR inh | TNAP inh hiacc | TNAP inh noacc | PMI activator | Diaph act CS | PMI act satM6P | FLuc stim CS | TNAP act hiacc
CCC(C)Sc1nc2ccccc2n1CC(=O)O (configuration not stated) | -6 | -1 | -5 | 1 | -9 | 1.1 | 1.1 | 1.1 | 1 | 1
CC(NC(=O)c1ccco1)C1COc2ccccc2O1 (configuration not stated) | 21 | 0 | -7 | -12 | -17 | 1 | 0.8 | 1 | 1.1 | 1.1
CCOC(=O)c1nnn(-c2ccc([N+](=O)[O-])cc2)c1C | 30 | 9 | -1 | 5 | -10 | 0.8 | 0.7 | 0.6 | 0.9 | 1
OCCCN1c2ccccc2Nc2nnc(-c3ccccc3)cc21 | -2 | 8 | -8 | -6 | -53 | 1 | 1 | 1 | 0.4 | 1.1
COc1ccc(OC)c(NC(=O)C23CCC(C)(C(=O)C2)C3(C)C)c1 (configuration not stated) | 20 | 9 | -2 | -4 | -7 | 0.8 | 0.8 | 0.8 | 1 | 1
O=C(NNc1cccc(Cl)n1)c1c(F)cccc1F | 8 | 1 | -3 | -8 | -70 | 1.1 | 0.9 | 1.1 | 1 | 1.1
Nc1cc(=O)[nH]c(SCC(=O)Nc2cc([N+](=O)[O-])ccc2Cl)n1 | 11 | 11 | -7 | -4 | -9 | 0.9 | 0.9 | 0.9 | 1 | 1
Cc1ccc(OCCN2C(=O)c3ccccc3C2=O)cc1 | 6 | -1 | -4 | 2 | -7 | 1 | 0.9 | 1 | 1 | 1
O=C(Nc1ccc(N2CCOCC2)c(Cl)c1)c1ccc([N+](=O)[O-])o1 | 12 | 9 | 26* | 1 | 0 | 1 | 0.9 | 0.9 | 0.9 | 1
CSc1nc(N)c2c(C)c(C)sc2n1 | 16 | 5 | 2 | -4 | 2 | 1 | 0.8 | 1 | 1 | 1
CC1CCCN(C(c2cccs2)c2nnnn2Cc2ccccc2)C1 (configuration not stated) | 2 | 3 | 1 | -4 | -9 | 1.1 | 1 | 1.2 | 1 | 1
O=C(O)c1cc(-c2ccccc2Cl)n[nH]1 | 13 | 3 | -1 | 10 | 96* | 1 | 0.9 | 1.1 | 1 | 0.9
CCN1CCN(CC(=O)Nc2cc3c(cc2C(C)=O)OCO3)CC1 | 17 | 6 | 0 | -7 | -21 | 0.9 | 0.8 | 1 | 1.1 | 1.1
CC1(C)CC2(C)Nc3ccccc3N2C(=S)N1 (configuration not stated) | 9 | -1 | 2 | -1 | -6 | 1.1 | 0.9 | 1 | 1 | 1
CCCCC(=O)Nc1ccc2c(c1)nc1n2CCSC1 | 3 | 9 | 3 | -5 | -1 | 0.9 | 1 | 0.9 | 0.7 | 1
O=C1CC(Sc2ncccn2)C(=O)N1c1ccccc1C(F)(F)F (configuration not stated) | 10 | 3 | 0 | 3 | 2 | 1 | 0.9 | 1 | 1.1 | 1
CCOc1ccccc1N1CCN(C(=O)CCCc2nc3ccccc3s2)CC1 | 12 | -39 | -7 | -6 | -10 | 1 | 0.9 | 1 | 1.1 | 1.1
CCN(CC)S(=O)(=O)c1cccc(-c2nnc(SCC(=O)NC3CCCCCCC3)n2N)c1 | 11 | -3 | 2 | 2 | -4 | 1 | 0.9 | 1 | 1 | 1
CC(c1ccccc1)N(CC(=O)NC1CCCCC1)S(=O)(=O)c1cccc(C(F)(F)F)c1 (configuration not stated) | 28 | 6 | -2 | -7 | -6 | 0.9 | 0.7 | 0.9 | 1 | 1.1
N#CC1=C2SCC(O)(c3ccccc3)N2C(=O)CC1c1cccs1 (configuration not stated) | 0 | 9 | -3 | -4 | -7 | 1 | 1 | 0.8 | 1.1 | 1
CCOC(=O)CS(=O)(=O)c1ccc(O)cc1 | 2 | 7 | 4 | -2 | -8 | 1 | 1 | 0.9 | 1.1 | 1
CCOC(=O)c1ccc(NC(=O)Nc2ccc(S(N)(=O)=O)cc2)cc1 | 11 | -12 | -2 | 1 | -5 | 0.9 | 0.9 | 0.9 | 1 | 1
CCOc1ccc2oc(C(=O)NC3CCN(Cc4ccccc4)CC3)c(C)c2c1 | 6 | 0 | -6 | -7 | -17 | 1.1 | 0.9 | 1 | 1.1 | 1.1
Cc1ccc(C(=O)C(O)C(c2ccc(C)cc2)N2CCCCC2)cc1 (configuration not stated) | 5 | 13 | -3 | -1 | -2 | 0.9 | 1 | 1 | 1.1 | 1
COc1cc(C2NC(=O)NC(O)(C(F)(F)F)C2C(C)=O)cc(OC)c1OC (configuration not stated) | -12 | 9 | -4 | -8 | -14 | 1.1 | 1.1 | 1.1 | 1 | 1.1
Cc1ccc(CS(=O)(=O)CCC(=O)NCCN2CCCCC2C)cc1 (configuration not stated) | 1 | 9 | -1 | -2 | -11 | 1 | 1 | 1 | 1 | 1
